# MBNL1 CUG block – inhibitors of human MBNL1 binding to CUG repeat RNA. Potency, µM (titrated, usually from 57.5 µM), for inactives: at the highest dose activity change, negative = inhibition, hits mostly inhibitors. Q9NR56. AID 2675. 280,000 compounds, 0.036% hits. TR-FRET MBNL1-His/biotin-(CUG)12 binding, 665/545 ratio; active = well fitted inhibition curve with a large enough effect in the signal ratio, with a control signal flat, not every such curve was filed as active; inconclusive = small, poorly fitted or top-dose-only effect, or effect the other way, or a change in a side signal; inactive = no such curve, though single readings can be large or run the other way; the % refers to the signal ratio; also: potency is read from the fitted curve at half-maximal effect; % is scaled to controls: 0 for no effect and ±100 for the full control effect
#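 TR-FRET readout: Ex 340 nm, 665/545 nm emission ratio, normalized to buffer-only (basal) and MBNL1-(CUG)12 controls. Complex of MBNL1-His with Biotin-(CUG)12, compounds 92 nM–58 uM, incubated 60 min at room temperature.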
# ELG1 DNA repair – inhibitors of ELG1-dependent DNA repair in HEK293T cells. HEK293T ELG1-luciferase reporter, luminescence, 16 h; DNA damage induced by 5-fluorouridine. Potency, µM (series often up to 46.1 µM), for inactives: top-dose activity change, negative = inhibition, actives largely listed as inhibitors. 330,000 compounds, 2.3% hits. AID 504467; also: potency is read from the fitted curve at half-maximal effect; % is scaled to controls: 0 for no effect and ±100 for the full control effect; nearly all actives have a fitted effect of over 55% in size
#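 5-Fluorouridine DNA damage + compound/DMSO, 2,000 cells/well, 16 h, 37 °C/5% CO2. ONE-Glo, 30 min RT, luminescence. Readout = decrease in reporter signal.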
# PKM2 activator – PKM2 (human) enzyme activation. P14618. purified PKM2, Kinase-Glo ATP luminescence, activation; response scale: 0% is enzyme alone, no compound. Potency, µM (doses to about 57.5 µM), for the others: top-dose activation, most hits filed as activators. 260,000 compounds, 0.34% hits; also: potency is read from the fitted curve at half-maximal effect; % is scaled to controls: 0 for no effect and ±100 for the full control effect; nearly all actives have a fitted effect of over 55% in size
# Target sequence (P14618 whole entry, looked up): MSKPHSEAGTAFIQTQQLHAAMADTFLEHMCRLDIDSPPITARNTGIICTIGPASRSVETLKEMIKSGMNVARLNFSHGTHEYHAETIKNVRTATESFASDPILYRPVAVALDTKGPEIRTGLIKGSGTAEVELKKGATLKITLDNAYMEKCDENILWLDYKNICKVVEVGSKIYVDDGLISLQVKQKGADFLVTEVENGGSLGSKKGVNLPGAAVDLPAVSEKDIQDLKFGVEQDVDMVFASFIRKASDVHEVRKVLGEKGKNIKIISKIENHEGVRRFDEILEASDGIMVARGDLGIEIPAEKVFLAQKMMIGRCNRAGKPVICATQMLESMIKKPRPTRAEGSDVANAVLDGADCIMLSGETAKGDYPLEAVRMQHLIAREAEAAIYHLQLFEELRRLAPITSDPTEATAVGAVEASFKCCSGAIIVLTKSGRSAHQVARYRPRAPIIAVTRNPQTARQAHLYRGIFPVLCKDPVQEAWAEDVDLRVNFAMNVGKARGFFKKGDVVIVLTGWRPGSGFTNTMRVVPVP
#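 Kinase-Glo luminescence reports ATP generated from ADP (0.1 mM) and PEP (0.5 mM) by purified hPK-M2 after 1 h at room temperature, pH 7.2 imidazole buffer; intermediate enzyme activity allows detecting inhibitors and activators.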
# KCNH2 3.1 inh – blocks the human KCNH2 3.1 channel isoform; U2OS KCNH2 3.1, thallium flux FluxOr; stronger effect = lower value; activity change, % (tested at about 1.8 µM); 340,000 compounds, 0.95% hits;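 active = maximum activity change below -70%; inconclusive = maximum activity change from -70% to -50%; inactive = maximum activity change above -50%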;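 also: thallium influx rate constant from kinetic fluorescence after stimulation buffer; % is scaled to controls: 0 for no effect and ±100 for the full control effect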
#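 Thallium flux via FluxOr fluorescence (Red40 quencher, 45 min loading) in U2OS cells virally expressing the KCNH2 3.1 isoform (1.77 x 10^8 /mL virus, overnight at 37 C). Rate constants from 2-min kinetic reads post-stimulation, normalised to positive and negative controls.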
# NPC1 promoter act – NPC1 promoter activation. Huh7 NPC1 promoter luciferase reporter, 24 h. Potency, µM (series often up to 9.22 µM), for inactives: at the highest dose activation, most hits filed as activators. 320,000 compounds, 2.4% hits. AID 485313;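 also: potency is read from the fitted curve at half-maximal effect; % of control where 0% means no effect; nearly all actives have a fitted effect of over 60% in size; reporter is driven by a mutant NPC1 promoter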
#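 Luminescence from an NPC1 promoter-driven luciferase reporter in stably transfected Huh7 cells was measured after 24 h compound treatment at 37 °C, followed by 10 min ambient incubation with luciferase detection reagent.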
# Gal4-VP16 FLuc – counter-screen for ROR gamma inhibitors: Gal4-VP16 reporter; Potency, µM (doses to about 53.6 µM), without a hit: top-dose activity, negative = inhibition, usual class: inhibitors; Drosophila S2 Gal4-VP16 UAS-luciferase, luminescence, 20 h; 310,000 compounds, 3.5% hits; AID 2546;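 also: Gal4-VP16 expression switched on by copper sulfate through the metallothionein promoter; potency is read from the fitted curve at half-maximal effect; % is scaled to controls: 0 for no effect and ±100 for the full control effect; nearly all actives have a fitted effect of over 50% in size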
# FLuc counter – inhibits or activates purified firefly luciferase, miR-21 counter-screen; P08659; Potency, µM (doses to about 57.5 µM), without a hit: at the top dose activity change, negative = inhibition, most hits filed as inhibitors; AID 588342; 360,000 compounds, 6.9% hits; purified FLuc, Km substrates, luminescence inhibition;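 also: potency is read from the fitted curve at half-maximal effect; plate controls were vehicle for no effect and reference inhibitor for full effect; nearly all actives have a fitted effect of over 55% in size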
#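 Purified P. pyralis luciferase, 10 nM final, with Km-level 10 uM D-luciferin and 10 uM ATP in 50 mM Tris acetate pH 7.5, 10 mM Mg acetate, 0.01% Tween-20, 0.05% BSA; 6-point qHTS titration about 60 µM downward; luminescence read.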
# Mito fusion yeast – blocks mitochondrial division or promotes mitochondrial fusion; S. cerevisiae fusion-defective mutant growth rescue, CellTiterGlo 48 h; Potency, µM (top dose mostly 46.1 µM), without a hit: top-dose growth rescue (activation), usual class: activators; 320,000 compounds, 0.23% hits; AID 485298;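 also: potency is read from the fitted curve at half-maximal effect; % of control where 0% means no effect; nearly all actives have a fitted effect of over 45% in size; temperature-sensitive fusion mutants such as fzo1-1 at 37 °C on non-fermentable ethanol glycerol medium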
#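 Read-out: ATP-based luminescence (CellTiterGlo, 10 min ambient) reporting growth of fusion-defective ts yeast after 48 hours at 37C on glycerol/ethanol YPEG medium in the presence of compound.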
# Rab9 promoter act – activates the Rab9 promoter; Huh7 Rab9 promoter-luciferase reporter, luminescence, 24 h; Potency, µM (series often up to 9.22 µM), for inactives: at the highest dose activation, negative = inhibition, hits mostly activators; 320,000 compounds, 2.8% hits; also: potency is read from the fitted curve at half-maximal effect; % of control where 0% means no effect; nearly all actives have a fitted effect of over 60% in size
#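 Cell-based reporter: Huh7 stable for Rab9 promoter-driven luciferase, plated in reduced-serum medium with 10% FBS at 1500 cells/well, compound-treated 24 h at 37 °C, luminescence read after 10 min reagent.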
# Menin-MLL TR inh – displaces Texas Red mutant MLL peptide from human menin; O00255; Menin + Texas Red MLL mutant peptide, fluorescence polarization; Potency, µM (doses to about 61.6 µM), inactives show at the top dose FP activity change, negative = inhibition, actives largely listed as inhibitors; 270,000 compounds, 0.23% hits; active = well fitted inhibition curve with a large enough effect in the polarisation, with a control signal flat, not every such curve was filed as active; inconclusive = small, poorly fitted or top-dose-only effect, or effect the other way, or a change in a side signal; inactive = no such curve, though single readings can be large or run the other way; the % refers to the polarisation; also: potency is read from the fitted curve at half-maximal effect; % of control where 0% means no effect; many of its hits are not listed in these tables
# RORg inh – inhibitors of mouse ROR gamma transcriptional activity. 310,000 compounds, 5.4% hits. Potency, µM (top dose mostly 53.6 µM), for inactives: at the highest dose activity change, negative = inhibition, hits mostly inhibitors. AID 2551. Drosophila S2 Gal4-RORgamma UAS-luciferase reporter, 20 h. P51450; also: potency is read from the fitted curve at half-maximal effect; % is scaled to controls: 0 for no effect and ±100 for the full control effect; nearly all actives have a fitted effect of over 60% in size
# Target sequence (P51450 whole entry, looked up, the tested form may be a part): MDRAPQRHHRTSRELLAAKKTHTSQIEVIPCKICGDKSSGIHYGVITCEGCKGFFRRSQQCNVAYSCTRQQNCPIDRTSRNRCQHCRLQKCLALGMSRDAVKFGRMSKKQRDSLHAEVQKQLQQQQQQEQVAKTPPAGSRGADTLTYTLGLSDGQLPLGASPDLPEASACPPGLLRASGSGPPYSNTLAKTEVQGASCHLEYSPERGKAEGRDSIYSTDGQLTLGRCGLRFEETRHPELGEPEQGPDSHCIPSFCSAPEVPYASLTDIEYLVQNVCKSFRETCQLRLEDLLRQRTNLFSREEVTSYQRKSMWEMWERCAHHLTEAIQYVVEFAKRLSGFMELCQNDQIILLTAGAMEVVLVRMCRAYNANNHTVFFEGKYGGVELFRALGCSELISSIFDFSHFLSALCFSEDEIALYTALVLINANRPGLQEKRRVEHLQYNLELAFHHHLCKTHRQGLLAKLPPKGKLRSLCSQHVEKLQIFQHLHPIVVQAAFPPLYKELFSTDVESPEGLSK
#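 Luminescence from a UAS-regulated Photinus luciferase reporter in stably transfected Drosophila Schneider cells is measured; decreased signal marks ROR gamma inhibition. Fusion expression is induced by 700 uM copper sulfate for 20 hr.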
# * = called active by the depositor; ? = inconclusive; · = no result given; [ ] = another dose, or the depositor's remark. Unless noted, calls follow the shape of the dose curve; as a rule, active = well fitted curve in the direction sought with a large enough effect; inconclusive = small, poorly fitted or top-dose-only effect, or another doubt; inactive = no such curve, though single readings can be large; an effect the other way counts as inactive or inconclusive. The list is partial; the hit share may differ from the screen's.
SMILES,MBNL1 CUG block,ELG1 DNA repair,PKM2 activator,KCNH2 3.1 inh,NPC1 promoter act,Gal4-VP16 FLuc,FLuc counter,Mito fusion yeast,Rab9 promoter act,Menin-MLL TR inh,RORg inh
O=C(CSCSCC(=O)NCC1CCCO1)NCC1CCCO1 (stereo not given),-3%,13%,-7%,5,4%,0%,-1%,-2%,16%,8%,-5%
CCCCNCCCOc1cccc(Cl)c1,4%,1%,-1%,-6,-2%,-1%,0%,-4%,0%,1%,12%
O=C(C1CC(c2ccc(F)cc2)=NO1)N1CCCc2ccccc21 (stereo not given),0%,1%,-10%,-3,1%,-10%,?,2%,-4%,·,22%
CC(C)CC(NC(=O)C1CCC(C)CC1)C(=O)NCc1ccco1 (stereo not given),3%,7%,-2%,10,-2%,-11%[10 µM],-3%,-9%,-2%,-25%,-1%
C/C(CCN1CCCCc2nc(C)c(C)cc21)=N\OC[C@@H](O)[C@H]1O[C@@H]2OC(C)(C)O[C@@H]2[C@H]1O,-27%,7%,-1%,·,-3%,-6%,0%,-1%,-8%,?,-34%
CC(=O)c1nnn(-c2ccc(Cl)cc2C#N)c1C,-2%,?,-6%,1,3%,-1%,1%,0%,0%,·,-1%
O=C(NC1CCN(Cc2ccccc2)CC1)c1ccc(Cn2c(=S)[nH]c3ccc(N4CCOCC4)cc3c2=O)cc1,6%,?,-7%,11,9%,-5%,-15%,-14%,15%,-2%,2%
COCCN(CC(=O)NC1CCCCC1)C(=O)c1csnn1,-8%,-1%,-14%,-3,-8%,-13%,0%,-6%,-1%,13%,3%
COc1ccc(CCNC(=O)CNC(=O)c2nn(-c3ccc(OC)c(OC)c3)c(=O)c3ccccc23)cc1OC,23%,?,6%,-2,-4%,0%,0%,-1%,-2%,-9%,39%
CC1CCCCC1NC(=O)COC(=O)COc1ccc(Cl)cc1 (stereo not given),9%,-2%,0%,2,1%,0%,2%,-3%,3%,-1%,-11%
COCCn1c(-c2ccsc2)nc2c1c(=O)[nH]c(=O)n2CC(C)C,1%,-16%,-11%,3,0%,1%,-1%,-1%,-4%,-8%,4%
COCCCn1c2nc3ccccc3nc2c2c(=O)n(-c3ccccc3OC)cnc21,?,?,0%,14,-6%,3%,0%,-4%,0%,-16%,-11%
CCCc1cc(=O)n2[nH]c(C)nc2n1,-3%,10%,1%,-7,0%,1%,0%,0%,4%,6%,-10%
Cc1ccc(S(=O)(=O)NCCNC(=O)CN2CCOCC2)cc1,-2%,15%,·,10,-2%,-7%,0%,-13%,1%,1%,-26%
COC(=O)c1c(-c2ccc(OC)cc2)sc2cc3c(cc12)OCO3,·,?,·,-5,?,·,9.5µM*,19%,1%,·,·
CCCCc1n(CC(=O)c2ccc(Cl)cc2)c2ccccc2[n+]1C,-2%,?,?,·,-5%,3%,0%,2%,-5%,-26%,49%
Oc1ccc(C23CC4CC(CC(C4)C2)C3)cc1O,-4%,5%,·,-6,2%,-5%,15µM*,1%,5%,?,-20%
Cc1csc(N/N=C/c2c(F)cccc2Cl)n1,4%,?,·,-7,0%,?,13µM*,-14%,6%,?,?
CCN(CC)S(=O)(=O)c1ccc(NC(=O)c2ccccc2N(C)S(C)(=O)=O)cc1,-9%,2%,-3%,-6,-3%,1%,0%,0%,-4%,4%,4%
CCNc1nc(NCC)nc(OCCNS(=O)(=O)c2cc(C)ccc2C)n1,3%,?,13%,-1,-1%,-23%,9%,-4%,-3%,-9%,34%
N/C(=N\O)c1ccccc1-n1cccc1,-7%,-1%,-6%,1,0%,4%,-4%,-2%,0%,2%,-9%
O=C(CN1C(=O)CCSc2ccccc21)Nc1ccccc1,2%,-1%,5%,4,-6%,13%,4%,1%,0%,4%,25%
Cc1ccc(-c2nn(-c3ccccc3)cc2C(=O)NN2CCN(C)CC2)cc1,-1%,0%,-11%,21,-5%,4%,-20%,3%,1%,-13%,-19%
CN1CCN(c2ccc(S(=O)(=O)N3CCCCC3)cn2)CC1,-14%,1%,-4%,-1,0%,-5%,1%,0%,1%,2%,3%
CC1CCC(NC(=O)CCCn2sc3ccccc3c2=O)CC1 (stereo not given),0%,27%,5%[0.46 µM],-1,18%,?,-2%,13%,2%,-6%,27%
COc1cc(OC)c(C(=O)Nc2cccc3ccccc23)cc1OC,3%,?,-16%,-16,10%,23%,19µM*,6%,1%,-14%,?
COc1cccc(Oc2cn[nH]c2-c2ccc(O)cc2O)c1,-2%,?,0%,4,1%,?,2%,-2%,-3%,?,?
CCCCn1c(SCC(=O)N2CC(=O)Nc3ccccc32)nnc1-c1ccoc1C,-5%,2%,17%,4,-1%,1%,-2%,-3%,-6%,-23%,8%
Cc1coc2c(C)c3oc(=O)c(CCC(=O)N[C@@H](C)C(=O)N[C@@H](Cc4ccccc4)C(=O)O)c(C)c3cc12,-10%,-1%,7%,3,-1%,-8%,-8%,5%,-4%,-16%,13%
Cc1ccc(S(=O)(=O)NC(=O)c2ccccc2C)cc1,-1%,-1%,-5%,6,-5%,-3%,7%,-1%,4%,·,-18%
CCOC(=O)c1sc(NC(=S)NC(=O)C2CCCC2)cc1C,60%[activator],24%,-11%,11,17%,3.2µM*,-10%,0%,10%,?,4.5µM*
O=C(Cc1ccc(F)cc1)NC1CCS(=O)(=O)C1 (stereo not given),·,17%,·,-4,0%,·,8%,-2%,0%,·,·
O=C(NC1CCCC1)C(c1ccc(F)cc1)N(Cc1ccc(F)cc1)C(=O)c1ccn[nH]1 (stereo not given),-14%,5%,-4%,10,2%,-8%,-3%,1%,-7%,-5%,41%
CC[N+]1(CC)CC2=Cc3c(ccc4ccccc34)C(C)C2C1 (stereo not given),?,?,-4%,11,-1%,0%,-2%,-1%,1%,·,-12%
COc1ccccc1C(=O)NNC(=S)NC(=O)c1cccs1,-4%,1%,3%,·,-5%,0%,3%,3%,5%,·,-3%
O=C1CSC(c2cccc(Cl)c2Cl)N1c1ccccn1 (stereo not given),·,-2%,4%,-31,-7%,-8%,7%,16%,0%,1%,5%
O=C(Nc1ccccc1C(=O)Nc1ccc(Br)cn1)c1ccccc1Cl,·,?,·,-31,-4%,·,?,?,-8%,·,·
CCc1ccc(CN(Cc2cccnc2)C(=O)/C=C/c2ccc(OC)cc2)cc1,4%,?,-1%,-28,0%,6%,-10%,27%,4%,?,24%
CCOC(=O)C1C(=O)NC(N2CCCCC2)=NC1c1ccco1 (stereo not given),-2%,12%,1%,-13,-1%,-2%,1%[2.3 µM],-3%,-1%,6%,1%
CC(C)Sc1nnc(NC(=O)c2ccco2)s1,-17%,?,5%,15,?,-13%,17µM*,?,?,4%,-18%
CCn1cc(CN(C)S(=O)(=O)c2cccc([N+](=O)[O-])c2)cn1,?,9%,-1%,1,-5%,4%,2%,-2%,4%,2%,33%
Cc1cccnc1NCC(O)COc1ccccc1 (stereo not given),-1%,-5%,-4%,-10,2%,16%,5%,2%,-2%,3%,37%
Cc1nnc(SCc2ccc(F)cc2Cl)s1,-5%,?,-2%,5,3.5µM*,14%,24µM*,0%,?,-6%,6%
COc1cc(OC)cc(C(=O)Nn2c(C)nc3ccccc3c2=O)c1,0%,-16%,0%,-8,0%,-3%,6%,2%,-5%,1%,-29%
CCOc1ccc(CN(C)C(=O)c2ccc(NC(=O)CC3SC(N4CCCC4)=NC3=O)cc2)cc1 (stereo not given),-2%,-27%,-8%,-35,2%,-12%,1%,0%,0%,·,24%
Cc1cc(NC(=O)c2ccccc2[N+](=O)[O-])ccc1Br,?,?,-1%,3,28%,-11%,17µM*,10%,?,?,26%
Cc1ccc(OCC(=O)NC(C)c2ccc(Cl)c(Cl)c2)c([N+](=O)[O-])n1 (stereo not given),?,5%,·,3,-1%,?,-1%,?,4%,·,?
CSc1ccccc1NC(=O)CN(C)Cc1cc(=O)n2ccsc2n1,-6%,-12%,5%,-3,1%,5%[10 µM],3%,-5%,-7%,-3%,-7%
